# RT RNaseH block: blocks HIV-1 RNase H cleavage of RNA/DNA duplex | P04585 | RT-RNase H RNA/DNA duplex cleavage, fluorescence | inhibition, % at 10 µM | 65,000 compounds, 1.9% hits | AID 565; in the data active = inhibition above about 50%
# RmlCD inh mix: RmlC/RmlD inhibition, mixture screen; RmlC/RmlD coupled enzyme inhibition, 384-well mixture HTS; inhibition, % at 5.5 µM; 110,000 compounds, 0.39% hits; in the data active = inhibition above about 30%, passing the limit was not always enough; inconclusive = no clear call, values can overlap the other calls; note: strong numbers were not always called active
# An asterisk follows results filed as active; ? = inconclusive; / = not tested or not shown.
SMILES,RT RNaseH block,RmlCD inh mix
Clc1ccccc1COc1ccccc1-c1nnco1,-86,-12
COc1cccc(N2CC(O)Cn3c2nc2c3c(=O)n(CCCc3ccccc3)c(=O)n2C)c1 (stereo not given),-1,-2
CCOC(=O)CN1CC23C=CC(O2)C(C(=O)Nc2ccc4c(c2)OCO4)C3C1=O (stereo not given),-1,-12
CSc1ccc(NC(=O)N2CCN(c3nc4ccccc4s3)CC2)cc1,/,7
CC(=O)C1C(c2ccccc2Cl)NC(=O)NC1(O)C(F)(F)F (stereo not given),-2,4
O=c1[nH]c2ccc(S(=O)(=O)N3CCN(c4ccccc4)CC3)cc2[nH]c1=O,/,-10
Cc1c(Cl)cccc1-n1c(SCC(=O)NCc2ccccc2Cl)nnc1-c1ccncc1,/,-68
COc1cccc2cc(C(=O)C3=C(O)C(=O)N(CCN(C)C)C3c3ccc(F)cc3)oc12 (stereo not given),-2,14
O=C(OCc1cn(-c2ccc(Cl)c(Cl)c2)nn1)c1ccccc1,/,4
CC(C)(CO)NC(=O)CCCOc1ccc(Cl)cc1Cl,-9,11
CCC(=O)Nc1ccc(-c2nnc(SCC(=O)NCC3CCCO3)n2C)cc1 (stereo not given),-16,/
O=C1O[C@@H]([C@H](O)CO)C(O)=C1O,/,6
Cc1cc(=O)oc2cc(OC(=O)c3ccccc3)ccc12,/,46*
O=C(COC(=O)COc1ccccc1[N+](=O)[O-])Nc1ccc(S(=O)(=O)N2CCCCC2)cc1,/,-9
N#Cc1c(SCC(N)=O)nsc1SCc1ccccc1Cl,-37,-2
C=CCn1c(SCC(=O)N2CCOCC2)nc2sc3c(c2c1=O)CCCC3,-24,-4
O=C(c1ccco1)N1c2ccccc2Sc2ccccc21,-36,-9
COc1ccc(S(=O)(=O)N(C)CC(=O)Nc2ccccc2SC)cc1,-8,0
CN(C(=O)CSc1nnc(-c2ccco2)o1)C1CCCCC1,-19,/
O=C(CSc1nnc(-c2ccccc2)o1)c1ccc2c(c1)OCCO2,2,-9
CCN1C(=O)/C(=C2\SC(=S)N(CC3CCCO3)C2=O)c2ccccc21 (stereo not given),-3,-5
c1ccc2c(c1)Sc1ccccc1-n1cnnc1-2,/,4
O=[N+]([O-])c1cccnc1NCCNc1ncc(C(F)(F)F)cc1Cl,/,?
Cc1nc(-c2ccccc2)sc1C1(C)CC(c2ccc(OC(F)(F)F)cc2)=NO1 (stereo not given),/,-1
CCOCc1nnc(NC(=O)c2ccc(OC)cc2)s1,/,34
Cc1noc(C)c1S(=O)(=O)Nc1ccc(C(=O)NC2CCCCC2)cc1,-23,4
Cc1ccc(-c2[nH]n3c(=O)c4c(nc3c2C)CCCC4)cc1,-5,-14
O=C(CN1CCSCC1)N1CCc2[nH]c3ccc(Br)cc3c2C1,15,2
Cn1c(N2CCCC2)nc2c1c(=O)n(Cc1cccc(F)c1)c(=O)n2C,-14,-13
C=CCNc1nc2c(c(=O)n(C)c(=O)n2C)n1CC,-11,-7

# Of the compounds above, three have a furan ring, fused or not:
SMILES,RT RNaseH block,RmlCD inh mix
COc1cccc2cc(C(=O)C3=C(O)C(=O)N(CCN(C)C)C3c3ccc(F)cc3)oc12 (stereo not given),-2,14
O=C(c1ccco1)N1c2ccccc2Sc2ccccc21,-36,-9
CN(C(=O)CSc1nnc(-c2ccco2)o1)C1CCCCC1,-19,/

# (next part)
SMILES,RT RNaseH block,RmlCD inh mix
Cc1cccc(C(=O)O/N=C2\CCS(=O)(=O)c3sccc32)c1,/,16
CC1CCN(C(=O)c2ccc3c(c2NCCO)C(=O)c2ccccc2C3=O)CC1,/,7
NC(=O)C1(N2CCCCC2)CCN(CC(=O)Nc2ccccc2Sc2ccccc2)CC1,/,-7
C(=C\c1ccccc1)/C=N/Nc1nc2ccccc2s1,/,-129
O=C(CCCN1C(=O)c2ccccc2C1=O)Oc1ccc(Cl)cc1,/,6
COc1ccc(-c2nnc(SCC(=O)NC3CCCCC3)o2)cc1OC,-12,13
CC(C)OC(=O)C1CC=CCC1C(=O)Nc1ccc(Cl)cc1 (stereo not given),/,-15
COCCOC(=O)C1=C(C)N=C2SCCC(=O)N2C1c1cccc(Br)c1 (stereo not given),-4,12
O=C(C(Cc1ccccc1)n1cccc1)N1CCN(c2ccccc2)CC1 (stereo not given),/,4
N#CC1=C(N)SC(N)=C(C#N)C1c1c(Cl)cccc1Cl,-12,1
Cc1ccc(S(=O)(=O)/N=C(/Nc2ccccn2)c2ccc(Cl)cc2)cc1,/,-3
O=C(CSc1nnnn1-c1ccc(F)cc1)Nc1ccc(N2CCOCC2)c(Cl)c1,/,13
Cc1oc2c(CN3CCOCC3)c(O)ccc2c(=O)c1-c1ccc(Br)cc1,-8,19
CCOC(=O)CN1C(=O)N[C@@H](c2ccccc2)C(C(C)=O)=C1C,/,-8
CC(C)(C)c1csc(SCC(=O)Nc2ccc(Cl)cn2)n1,/,14
Cc1ccc(NC(=S)NN2CCOCC2)c(C)c1,/,-10
Cc1nn(-c2ccccc2)c(OC(=O)c2cccs2)c1S(=O)(=O)c1ccccc1,-40,31
C#CCOCCOCCOCCNc1nc(N2CCN(C(=O)[C@H](CCCCN)n3cc([C@@H](N)C(C)CC)nn3)CC2)nc(N2CCN(C(=O)[C@H](Cc3ccc(O)cc3)n3cc([C@@H](N)C(C)CC)nn3)CC2)n1 (stereo not given in full),/,5
COC(=O)Nc1sccc1C(=O)Nc1sccc1C(=O)OC,54*,-19
CC(C)n1c(-c2cccnc2)nc2cnccc21,-5,-60
Clc1ccc(-c2nnc(-c3ccccc3)o2)c(Cl)c1,-10,5
COC(=O)c1ccc(C2C(Oc3ccccc3C)C(=O)N2CCc2ccc(OC)c(OC)c2)cc1 (stereo not given),/,-12
COc1ccc2nc(NC(=O)c3cc(C)oc3C)sc2c1,/,1
N[C@@H](Cc1c[nH]c2ccccc12)c1nnc(SCc2c(F)cccc2Cl)o1,-22,-5
COC(=O)/C=C/CSC1=N/C(=C/c2ccc(-n3cncn3)cc2)C(=O)N1,/,-9
O=C(NCC(=O)N1CCC(N2CCCCC2)CC1)C1CCCCC1,-8,-13
O=C(/C=C/NNC(=O)c1ccc(Br)cc1)c1ccccc1,/,25
O=C(c1cccc2c1C(=O)N(Cc1cccnc1)C2)N1CCN(c2ccccc2)CC1,-2,-16
FC(F)(F)c1cccc(-c2noc(CN3CCOCC3)n2)c1,/,101
O=S(=O)(NCCCCCNS(=O)(=O)c1ccc(F)cc1)c1ccc(F)cc1,5,-33
CCc1ccc(NC(=O)c2ccccc2NC(=O)C2CCCO2)cc1 (stereo not given),/,8
CCOc1ccc(NS(=O)(=O)c2ccc(OCC(=O)NCCCOC)cc2)cc1,4,5
CCCCNS(=O)(=O)c1ccc2nc(SCC(=O)c3ccccc3OC)[nH]c2c1,/,-12
CC(C)(C)c1ccc(C(=O)CS(=O)(=O)c2ccccc2)cc1,/,-9
O=c1oc2ccccc2c(O)c1/C=N/c1ncccn1,1,8
CN(c1ccccc1)c1nc2ccsc2c(=O)s1,-13,-13
CC1CCCN(C(=O)c2ccc3c(=O)n(Cc4ccc5c(c4)OCO5)c(=S)[nH]c3c2)C1 (stereo not given),/,-8
CCCCN(C(=O)CNC(=O)c1ccco1)C(C(=O)NC1CCCC1)c1ccc(OC)cc1 (stereo not given),/,-14
CC(Sc1nncn1C)C(=O)Nc1nnc(C(C)C)s1 (stereo not given),-5,-9
O=C(NCc1ccccc1)c1cc(=O)nc2sc(-c3ccccc3)nn12,5,5
CCn1ccc(C(=O)Nc2ccc(S(=O)(=O)Nc3ccccc3OC)cc2)n1,-16,-8
CC(C)(C)c1cc(C(=O)Nc2ccccc2)ccn1,/,-21
CCOC(=O)C1C(c2ccccc2)C(C(=O)OCC)C1c1ccccc1 (stereo not given),/,-16
CNc1ncc(C(=O)C(C)(C)C)s1,/,9
Cc1ccccc1CSc1nnc(C)c(=O)[nH]1,0,-7
COCCNC(=O)c1ccccc1-c1nc(-c2ccccc2Cl)no1,-16,19
CN(C(=O)C1CCOC1)c1nnc(-c2cccnc2)s1 (stereo not given),-3,-5
CC(=O)OCC(OC(C)=O)C(OC(C)=O)C(OC(C)=O)C(=O)Nc1ccccc1C (stereo not given),3,-12
O=C(COc1ccc(Cl)cc1)N1CCN(c2ccc([N+](=O)[O-])c(N3CCCCC3)c2)CC1,/,-8
O=C(CCCCC(=O)Nc1c(I)cc(I)c(C(=O)O)c1I)Nc1c(I)cc(I)c(C(=O)O)c1I,/,6
COc1ccc(-n2c(Cc3cccn3C)nnc2SCC(=O)Nc2cc(C)cc(C)c2)cc1,-16,7
Cc1cc2cc(CN(Cc3ccc4c(c3)OCO4)Cc3nnnn3C3CCCC3)c(=O)[nH]c2cc1C,-6,-7
COc1cc(/C=N/NC(=O)c2nc(C)cc(C)n2)ccc1O,/,9
O=C(CSc1nnc(Cc2ccccc2)n1C1CCCCC1)N1CCOCC1,-4,1
COc1ccc(NC(=O)CN2CCOCC2)cc1,/,4
CSc1n[nH]c(NCc2cccs2)n1,-3,-84
NC(=O)CCn1nc(-c2ccc(Cl)cc2)c2ccccc2c1=O,-43,-16
CCCCc1cc2c(c(NC(C)=O)n1)c(=O)oc1ccccc12,8,-2
CCN(CC)c1ccc(C=Nc2ccc(N(C)C)cc2)c(O)c1,/,-5
CC(=O)c1ccc(N2CCN(C(=O)c3ccco3)CC2)c(F)c1,-2,-11

# Other results.
SMILES,RT RNaseH block,RmlCD inh mix
Cc1ccc(-c2n[nH]c(=O)c3ccccc23)cc1N,-6,15
Cc1cc(C)n(-c2ccc(C(=O)Nc3sccc3C(N)=O)cc2)n1,-5,0
CCOc1cccc2sc(NC(=O)c3ccc(Br)s3)nc12,36,-10
COc1cc(C(=O)OC(C)C(=O)Nc2ccc3c(c2)OCO3)ccc1OCc1c(C)noc1C (stereo not given),/,3
COCC(=O)Nc1ccc(Nc2ccccc2)cc1,7,2
Cc1nnc(SC(C)C(=O)NCC2CCCO2)n1-c1ccccc1 (stereo not given),11,10
CCN(CC)CC(C)(C)NS(=O)(=O)c1ccc(Cl)cc1,2,-7
COC(=O)c1ccc(CSc2nnc(NC(C)C)s2)cc1,/,-6
CSC(=NC#N)N1CCN(c2cccc(Cl)c2)CC1,/,6
CCOc1ccc(OCc2ccc(C(=O)NCc3ccncc3)o2)cc1,-6,-12
NC(N)=Nc1nc(CCN2C(=O)c3ccccc3C2=O)cs1,/,-6
O=C(CCN1C(=O)C2CC=C(Cl)CC2C1=O)N1CCCCC1 (stereo not given),9,172
O=C(CSc1nnc2ccccn12)NCCN1C(=O)CSC1=O,-5,-1
Cc1c(C)n(C(=O)CN2CCC(C(N)=O)CC2)c2ccccc12,-18,7
O=C(O)Cc1ccc(C(=O)c2ccc(Cl)cc2)s1,/,-1
CCN(CC)S(=O)(=O)c1ccc(Nc2ccc(-c3ccc4c(c3)OCCO4)nn2)cc1,/,5
Cc1cc(C)nc(N2CCN(CC(=O)NCc3ccccc3)CC2)n1,/,-9
Cc1ccc(-n2c(O)c(C=NC3CCCC3)c(=O)[nH]c2=O)c(C)c1,-1,-12
CC(C)NCC(O)COCc1ccc(Cl)cc1 (stereo not given),-2,-3
Cc1ccc(C(O)(c2ccccc2)c2ccccc2C(C)N(C)C)c(C)c1 (stereo not given),/,-13
CCN1CCN(C(c2ccccc2F)c2nnnn2Cc2ccc3c(c2)OCO3)CC1 (stereo not given),-7,6
O=C1c2ccccc2NC(c2ccc3c(c2)OCCO3)N1c1ccc2c(c1)OCCO2 (stereo not given),6,6
CCO[C@@H]1OC(C(=O)NCc2nc3ccccc3[nH]2)=C[C@H](C2CCCCC2)[C@H]1CCCO,/,-9
CCCOc1cccc(OCCSc2nc(C)cc(=O)[nH]2)c1,-14,-9
c1ccc(-c2cccc(-c3ccccn3)n2)nc1,1,-15
O=C(Nc1ccc(F)cc1)C1CCC(N2C(=O)c3ccccc3C2=O)CC1 (stereo not given),9,-19
CCOC(=O)C1=C(C)SC2=NS(=O)(=O)CCN21,-4,10
O=c1cc(N2CCc3ccccc3C2)[nH]c(=O)n1-c1ccc(Br)cc1,-18,-4
CCc1ccc(NC(=O)N(CCN2CCOCC2)Cc2ccc3c(c2)CCCN3CC)cc1,/,-7
OCC1(c2cc(C(F)(F)F)n[nH]2)CCCCC1,4,-3
Nn1c(SCC(=O)Nc2ccccc2)nnc1-c1cccnc1,5,-265
CCCN1CCN(C(c2cc3cc4c(cc3[nH]c2=O)OCO4)c2nnnn2C(C)(C)C)CC1 (stereo not given),-2,18
O=C(C1CCCN(c2nnc(-n3cccc3)s2)C1)N1CCN(c2ccccc2)CC1 (stereo not given),-5,9
COc1cccc(OC)c1C(=O)NC(C)c1ccccc1 (stereo not given),/,3
Cc1nn(CCC(=O)NNC(=S)NCC(C)C)c(C)c1Br,/,16
CCN(CC)c1ccc2c(c1)C(=O)N(C)C2=O,-30,-58
Cc1nnsc1-c1nc2ccccc2[nH]1,-1,1
O=C(NCCc1ccc(Cl)cc1)c1nnc(Cc2ccc(Cl)cc2)o1,-7,/

# 3 entries from above, as labelled records.
> Cc1nn(CCC(=O)NNC(=S)NCC(C)C)c(C)c1Br
  RT RNaseH block: /; RmlCD inh mix: 16
> CCN(CC)c1ccc2c(c1)C(=O)N(C)C2=O
  RT RNaseH block: -30; RmlCD inh mix: -58
> Cc1nnsc1-c1nc2ccccc2[nH]1
  RT RNaseH block: -1; RmlCD inh mix: 1

# No new results follow: entries from further up.
SMILES,RT RNaseH block,RmlCD inh mix
Nn1c(SCC(=O)Nc2ccccc2)nnc1-c1cccnc1,5,-265
CCCN1CCN(C(c2cc3cc4c(cc3[nH]c2=O)OCO4)c2nnnn2C(C)(C)C)CC1 (stereo not given),-2,18

# 2 entries from above, with values under each structure.
# Order of values – RT RNaseH block, RmlCD inh mix
CCCN1CCN(C(c2cc3cc4c(cc3[nH]c2=O)OCO4)c2nnnn2C(C)(C)C)CC1 (stereo not given)
→ -2, 18
Cc1nn(CCC(=O)NNC(=S)NCC(C)C)c(C)c1Br
→ /, 16

# Screens as filed in PubChem BioAssay.

# A portion of the library. The share of hits here may be higher or lower than overall.
